Screens as filed in PubChem.
TAAR1 ag: human TAAR1 agonists, primary screen, Fluo-8 calcium fluorescence, CHO RD-HGA16 cells; vehicle wells 0%, saturating PEA agonist 100%; activation, % at 3 µM; 0.99% of 360,000 active;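 active = activation above the mean activation of all test compounds in the run plus 3 SD, cut at about 38% in these data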
Target sequence (Q96RJ0 whole entry, looked up): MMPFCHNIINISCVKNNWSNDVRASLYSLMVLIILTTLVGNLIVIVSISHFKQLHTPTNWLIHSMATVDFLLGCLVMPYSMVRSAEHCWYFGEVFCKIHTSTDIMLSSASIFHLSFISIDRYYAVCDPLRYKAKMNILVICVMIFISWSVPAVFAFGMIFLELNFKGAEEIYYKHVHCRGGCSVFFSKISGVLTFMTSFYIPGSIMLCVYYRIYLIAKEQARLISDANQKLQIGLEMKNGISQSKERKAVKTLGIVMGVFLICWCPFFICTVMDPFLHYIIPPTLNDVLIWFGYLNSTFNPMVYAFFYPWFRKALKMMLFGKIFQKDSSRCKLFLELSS
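System: CHO-derived RD-HGA16 cells with stable Gα16 and human TAAR1. Times: 17-24 h plating, Fluo-8 75 min 37 °C, 30 min RT. Measured by: calcium-sensitive Fluo-8 signal, excitation 470-495, emission 515-575 nm. Read-out basis: % activation relative to PEA EC100 response. Control set: DMSO and PEA EC100. Repeats: no replicates (n 1).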
OXTR potentiator: human OXTR potentiators, primary screen, fluorescence, CHO-OTR cells, Fluo-8 calcium | Oxytocin receptor (Homo sapiens), P30559 | Fluo-8 calcium fluorescence, potentiator mode; 0% = oxytocin EC15, 100% = EC100 | activation, % at 3 µM | 0.061% of 320,000 active;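 active = activation above that plate's cutoff, the mean activation of tested compounds plus 3 SD, cut at about 6.6% in these data, passing the limit was not always enough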;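 also: 100% uses oxytocin at 75 nM as the full agonist control; some results filed as inactive read as strong as hits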
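test system = CHO-OTR cells, human receptor | compound = single-point 3.0 µM | schedule = 6 min compound pre-incubation at room temperature, 100 s kinetic read | signal = Fluo-8 no-wash calcium dye fluorescence, excitation 470-495 nm, emission 515-575 nm | repeats = single well per compound, singlicate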
V1R ag counter: agonists of human V1a receptor, primary screen, counter-screen for OXTR agonist project, fluorescence, CHO-V1R cells | Fluo-8 calcium fluorescence, agonist mode; 0% DMSO, 100% 3 nM vasopressin | 0.25% of 320,000 active | activation, % at 3 µM;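 active = activation above the mean activation of all tested compounds plus 3 SD, per screening run, cut at about 20% in these data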;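 also: signal is peak over basal fluorescence ratio across a 100 second FLIPR read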
Target sequence (P37288 whole entry, looked up): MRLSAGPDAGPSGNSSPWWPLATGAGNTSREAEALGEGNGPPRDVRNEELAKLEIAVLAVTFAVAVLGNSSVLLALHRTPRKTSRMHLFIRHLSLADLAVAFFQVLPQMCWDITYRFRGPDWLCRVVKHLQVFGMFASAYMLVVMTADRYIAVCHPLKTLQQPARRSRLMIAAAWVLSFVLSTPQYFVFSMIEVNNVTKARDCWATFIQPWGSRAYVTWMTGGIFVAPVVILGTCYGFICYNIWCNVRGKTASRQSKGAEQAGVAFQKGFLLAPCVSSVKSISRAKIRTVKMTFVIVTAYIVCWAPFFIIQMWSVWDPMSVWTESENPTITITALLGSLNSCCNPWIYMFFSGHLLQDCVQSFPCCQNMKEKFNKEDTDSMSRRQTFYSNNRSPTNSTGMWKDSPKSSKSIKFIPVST
TAAR1 antagonist: human TAAR1 antagonists, primary screen, Fluo-8 calcium fluorescence, CHO RD-HGA16 cells. antagonist. 1.5% of 360,000 active. inhibition, % at 3 µM. Trace amine-associated receptor 1 (Homo sapiens), Q96RJ0;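 active = inhibition above a per-plate cutoff, the mean inhibition of test compounds on that plate plus 3 SD, cut at about 49% in these data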;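 also: 0% = DMSO plus EC80 beta-PEA response and 100% = DMSO alone without agonist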
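Assay system: RD-HGA16 CHO cells with stable hTAAR1 and Gα16 / Reagent: EC80 β-phenethylamine stimulus / Doses: 3 µM, single point / Timing: dye loading 75 min at 37 °C, then 30 min room temperature / Measured by: Fluo-8 intracellular calcium dye fluorescence, real-time kinetic reads / Controls: vehicle wells and EC80 agonist wells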
M1 ag: human M1 muscarinic receptor agonists, primary screen, Fluo-8 calcium fluorescence, CHO-K1 cells, HTS; activation, % at 3 µM; Muscarinic acetylcholine receptor M1 (Homo sapiens), P11229; AID 588814, 2011; CHO-K1 hM1, agonist mode; 0% DMSO, 100% acetylcholine EC100; 0.33% of 360,000 active;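 active = activation above the run's mean compound activation plus 3 SD, cut at about 16% in these data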;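 also: peak over basal fluorescence ratio within a 140 s kinetic read after compound addition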
M1 antag: human M1 muscarinic receptor antagonists, primary screen, CHO-K1 cells, Fluo-8 calcium fluorescence, 1536-well | Muscarinic acetylcholine receptor M1 (Homo sapiens), P11229 | CHO-K1 hM1, ACh EC80 antagonist | inhibition, % at 3 µM | 1.3% of 360,000 active;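 active = percent inhibition above its own plate's cutoff, namely the mean of that plate's compound wells plus 3 SD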;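 also: peak over basal fluorescence ratio during 140 s after agonist addition; 0% = ACh EC80 plus DMSO and 100% = DMSO alone without agonist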
OXTR agonist: human OXTR agonists, primary screen, fluorescence, CHO-OTR cells, Fluo-8 calcium. activation, % at 3 µM. Fluo-8 calcium fluorescence; normalized: DMSO 0%, oxytocin 100%. Oxytocin receptor (Homo sapiens), P30559. 0.32% of 320,000 active;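 active = activation above the mean of all tested compounds plus 3 SD, cutoff set per screening run, cut at about 20% in these data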;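 also: peak over basal fluorescence ratio from a 100 s FLIPR kinetic read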
M1 PAM: human M1 muscarinic receptor positive allosteric modulators, primary screen, CHO-K1 cells, Fluo-8 calcium fluorescence, 1536-well. AID 588819, 2011. 0.088% of 360,000 active. activation, % at 3 µM. CHO-K1 hM1, ACh EC20; 0% = ACh EC20, 100% = maximal ACh. Muscarinic acetylcholine receptor M1 (Homo sapiens), P11229; in the data active = activation above about 19%, passing the limit was not always enough
CHO parental Ca: ATP-evoked calcium signal inhibitors, parental CHO, primary screen, counter-screen for OX1R antagonist project, cell-based, fluorescence, Fluo-8 calcium dye; parental CHO-K1, ATP-induced calcium, Fluo-8 fluorescence; AID 463079, 2010; inhibition, % at 5.6 µM; 0.63% of 330,000 active;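 active = inhibition above that plate's mean sample inhibition plus 3 SD, cut at about 26% in these data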;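 also: 0% = ATP-challenged DMSO wells and 100% = DMSO wells without ATP; some compounds past the cut are filed as inactive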
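Test system: untransfected parental CHO cell line. Compound: one dose, 5.6 µM nominal. Detection: intracellular calcium via Fluo-8 no-wash fluorescent dye. Measure: % inhibition. Benchmarks: ATP-challenged DMSO wells low, unchallenged DMSO wells high.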
* = called active by the depositor; . = not tested or not shown.

SMILES	TAAR1 ag	OXTR potentiator	V1R ag counter	TAAR1 antagonist	M1 ag	M1 antag	OXTR agonist	M1 PAM	CHO parental Ca
CCCCCCCCNC(=O)c1cccnc1SCC(=O)Nc1ccc(OC)cc1OC	-1	3	1.1	-16	-6	-6	-2.0	9	-7
CC1(C(=O)NCC2CCCO2)Oc2cccnc2NC1=O (stereo not drawn)	0	-1	0.6	-1	-4	-4	0.6	6	-1
CCOc1nc(-c2ccncc2)nc2ccccc12	0	-3	-1.5	1	-4	-6	-1.9	7	-9
CC1(C)CC(=O)C2=C(C1)NCN(Cc1ccccc1)C2	5	-14	0.1	-2	-2	-5	-1.4	5	-5
CN1CCN(C2=Cc3ccccc3Sc3cc(F)c(Cl)cc32)CC1	46*	-8	1.7	2	-3	69*	0.5	-21	-6
CCOC(=O)c1cc2ccc(OC(=O)c3ccco3)cc2oc1=O	3	5	0.6	-21	-2	0	0.4	3	-13
CC(C)(O)C(O)COc1c2ccoc2cc2oc(=O)ccc12 (stereo not drawn)	2	0	-0.3	-6	-4	-2	0.7	2	-4
N/C(=N\OC(=O)c1ccccc1)C(Cc1ccccc1)C(=O)NOC(=O)c1ccccc1 (stereo not drawn)	0	.	.	0	-3	-14	.	13	.
O=[N+]([O-])c1ccc2c(c1)CNc1ccccc1O2	2	-9	-0.6	-13	-4	-6	-2.5	13	-19
CC1CCC(C#N)(N(C)C(=O)CSc2nnc(C3CC3)n2C2CC2)CC1 (stereo not drawn)	0	0	-0.5	7	-3	-4	-1.1	7	-14
CCCCn1cc(C(=O)c2cc(Br)ccc2O)cc(C#N)c1=O	9	-20	8.8	2	3	25	15	-10	29
Cc1ccc2c(c1)c1c(n2CC(O)Cn2nc(C)c(Br)c2C)C(=O)CCC1 (stereo not drawn)	5	-8	-0.7	-4	-1	-8	0.4	8	2
NS(=O)(=O)c1ccc(CCN=C(NS(=O)(=O)c2cccs2)c2ccccc2)cc1	2	-3	0.4	-5	-3	11	1.4	-6	4
Nc1cc([N+](=O)[O-])ccc1Nc1ccc(O)cc1	11	-17	0.0	57*	-2	0	-1.8	2	13
CSc1nc(N)c2c3c(sc2n1)COC(C(C)C)C3 (stereo not drawn)	3	0	-0.7	7	-5	-2	-2.0	3	-2
N/C(=N\OC(=O)/C=C/c1ccccc1)c1ccccc1	2	1	-0.4	7	-5	-8	-1.1	7	-8
Cc1cc(C)c(O)c(-c2cc(C(=O)Nc3cccnc3)[nH]n2)c1	4	-22	6.5	36	2	1	4.5	-4	3
c1ccc(-c2nnnn2CCOCCn2nnnc2-c2ccccc2)cc1	4	-3	-0.4	6	-10	-3	0.1	1	-11
O=C(CNC(=O)c1cccc(F)c1)N/N=C/c1cccnc1	1	-8	1.5	-15	-2	-3	-0.4	5	-4
O=S(=O)(NCc1ccc(F)cc1)c1cccc(S(=O)(=O)N2CCOCC2)c1	8	-6	3.0	13	7	-11	3.9	13	-7
NC1(C(=O)O)CSSC1	1	.	.	4	-1	-1	.	-3	.
COc1ccc(-n2nc(C(=O)NCC(=O)Nc3cccc(Cl)c3)c3ccccc3c2=O)cc1OC	20	-11	0.5	55*	0	-8	-0.2	4	-15
Cc1cc(C)n2nc(SCCC(=O)NCc3ccccc3)nc2n1	1	-3	0.3	-11	-2	-6	0.0	6	10
Cc1cc(C(=O)CN2C(=O)NC3(CCCCC3)C2=O)c(C)n1Cc1ccco1	1	-3	1.8	-1	-1	7	0.6	3	-2
O=C(NC1CCCCC1)C(c1ccc(O)cc1)N(C(=O)c1cnccn1)c1cccc(F)c1 (stereo not drawn)	1	-5	-0.2	-15	-3	1	1.0	-1	-1
Cc1ccc(S(=O)(=O)NC(=O)COc2ccc(Cl)cc2Cl)cc1	2	-3	-0.5	-12	-3	-21	-0.2	19	-7
COc1ccc(NC(=O)COC(=O)CCc2ccc(S(=O)(=O)N3CCOCC3)cc2)c(OC)c1	3	-7	3.2	-1	-3	0	3.9	0	-14

A run of entries from further up:
SMILES	TAAR1 ag	OXTR potentiator	V1R ag counter	TAAR1 antagonist	M1 ag	M1 antag	OXTR agonist	M1 PAM	CHO parental Ca
CSc1nc(N)c2c3c(sc2n1)COC(C(C)C)C3 (stereo not drawn)	3	0	-0.7	7	-5	-2	-2.0	3	-2
N/C(=N\OC(=O)/C=C/c1ccccc1)c1ccccc1	2	1	-0.4	7	-5	-8	-1.1	7	-8

Structures listed so far containing a halogen, in the order listed:
SMILES	TAAR1 ag	OXTR potentiator	V1R ag counter	TAAR1 antagonist	M1 ag	M1 antag	OXTR agonist	M1 PAM	CHO parental Ca
CN1CCN(C2=Cc3ccccc3Sc3cc(F)c(Cl)cc32)CC1	46*	-8	1.7	2	-3	69*	0.5	-21	-6
CCCCn1cc(C(=O)c2cc(Br)ccc2O)cc(C#N)c1=O	9	-20	8.8	2	3	25	15	-10	29
Cc1ccc2c(c1)c1c(n2CC(O)Cn2nc(C)c(Br)c2C)C(=O)CCC1 (stereo not drawn)	5	-8	-0.7	-4	-1	-8	0.4	8	2
O=C(CNC(=O)c1cccc(F)c1)N/N=C/c1cccnc1	1	-8	1.5	-15	-2	-3	-0.4	5	-4
O=S(=O)(NCc1ccc(F)cc1)c1cccc(S(=O)(=O)N2CCOCC2)c1	8	-6	3.0	13	7	-11	3.9	13	-7
COc1ccc(-n2nc(C(=O)NCC(=O)Nc3cccc(Cl)c3)c3ccccc3c2=O)cc1OC	20	-11	0.5	55*	0	-8	-0.2	4	-15
O=C(NC1CCCCC1)C(c1ccc(O)cc1)N(C(=O)c1cnccn1)c1cccc(F)c1 (stereo not drawn)	1	-5	-0.2	-15	-3	1	1.0	-1	-1
Cc1ccc(S(=O)(=O)NC(=O)COc2ccc(Cl)cc2Cl)cc1	2	-3	-0.5	-12	-3	-21	-0.2	19	-7
